Screening data from PubChem.
NS5 inhibitors: Dengue-2 NS5 methyltransferase inhibitors, primary screen, biochemical, confirmation dose response (AID 588689). Dengue-2 NS5 methyltransferase capping enzyme assay, biochemical; higher % means a stronger effect. actives 0.3% (n = 340,000). one-dose inhibition, % at 25 µM; IC50 in µM for titrated hits; in the data active = a potency from the dose series; inconclusive = inhibition above about 29% without an active follow-up result
Siah-1 displacement: blockers of Siah-1 interaction with plectin peptide – biochemical, fluorescence polarization, rhodamine-plectin, uHTS, primary screen (AID 1817). Siah-1 / rhodamine-plectin peptide fluorescence polarization; higher % means a stronger effect. displacement, % at 20 µM, or IC50 in µM where a hit was titrated. actives 0.02% (n = 290,000);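 active = displacement of at least 50% at 20 µM, with a fluorescence ratio check between 0.3 and a set limit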;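 also: plate controls were Siah plus tracer with DMSO for no effect and tracer alone without Siah for full effect; strong numbers were not always called active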
HIV peptide binding: inhibitors of HIV fusion peptide binding, primary screen, biochemical, uHTS, fluorescence dequenching (AID 1986). cell-free peptide binding, fluorescence dequenching, 30 min; higher % means a stronger effect. one-dose inhibition, % at 20 µM; IC50 in µM for titrated hits. actives 0.3% (n = 290,000); in the data active = inhibition mostly above about 52%, no sharp cut-off; inactive = mostly below about 76%; also: some results filed as inactive read as strong as hits
AID2073: inhibitors of Mint1-CaV2.2 protein interaction, biochemical, HTRF (AID 2073) | HTRF protein-protein interaction, Mint1-CaV2.2; higher % means a stronger effect | inhibition, % at 20 µM, or IC50 in µM where a hit was titrated | actives 0.19% (n = 290,000); in the data active = inhibition mostly above about 51%, no sharp cut-off; inconclusive = no clear call, values can overlap the other calls; inactive = mostly below about 53%; also: some results filed as inactive read as strong as hits
LYP inhibition: inhibitors of LYP phosphatase, biochemical, fluorescence intensity, uHTS (AID 1779). recombinant LYP phosphatase, fluorescence intensity; higher % means a stronger effect. inhibition, % at 11.5 µM; hits with a dose series show IC50 in µM. actives 0.054% (n = 290,000); in the data active = inhibition above about 50%;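 also: plate controls were vehicle with enzyme for no effect and no enzyme for full effect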
XIAP displacement: XIAP antagonists, biochemical, IAP family, fluorescence polarization (AID 1018); XIAP BIR domain, fluorescence polarization peptide displacement; higher % means a stronger effect; actives 0.007% (n = 200,000); displacement, % at 20 µM; hits with a dose series show IC50 in µM; in the data active = displacement above about 50%; also: a part of the inactive calls stands beside numbers as strong as those of hits
MgcRacGAP inhibition: MgcRacGAP GTPase-activating activity inhibitors, confirmation, biochemical, ADP Hunter fluorescence; MgcRacGAP-stimulated Rac1 GTP hydrolysis, ADP Hunter fluorescence; higher % means a stronger effect; GST-tagged Rac1 F28L mutant substrate; one-dose inhibition, % at 30 µM; IC50 in µM for titrated hits; actives 0.6% (n = 340,000);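 active = first-screen hits whose inhibition reached a set limit at any dose in the follow-up dose series; inconclusive = inhibition above the set first-screen limit but never retested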;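 also: fluorescence reports GDP produced by GAP-driven GTP hydrolysis; strong numbers were not always called active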
RSV antiviral HEp-2: RSV antiviral activity via CPE protection, HEp-2 cells, primary 10 µM value included (AID 2391); HEp-2 cells, RSV-induced CPE inhibition; higher % means a stronger effect; CPE inhibition, % at 10 µM, or IC50 in µM where a hit was titrated; actives 0.13% (n = 310,000); in the data active = a potency from the dose series; inconclusive = CPE inhibition mostly from about 23% at the one dose, without a potency; inactive = the rest, 99 in 100 with CPE inhibition below about 21%; also: strong numbers were not always called active
Large T inhibition: TAg ATPase/helicase activity blockers – biochemical (AID 1903). SV40 large T antigen ATPase/helicase inhibition assay; higher % means a stronger effect. inhibition, % at 20 µM, or IC50 in µM where a hit was titrated. actives 0.39% (n = 310,000); in the data active = a potency from the dose series; inconclusive = inhibition mostly from about 32% at the one dose, without a potency; inactive = the rest, 99 in 100 with inhibition below about 32%; also: strong numbers were not always called active
NS5 inhibitors pilot replicate: recorded beside NS5 inhibitors, whose call it bears; inhibition, %; measured here: pilot screen replicate inhibition
* = called active by the depositor; u = inconclusive; x = not tested or not shown.

SMILES	NS5 inhibitors	Siah-1 displacement	HIV peptide binding	AID2073	LYP inhibition	XIAP displacement	MgcRacGAP inhibition	RSV antiviral HEp-2	Large T inhibition	others
COc1ccc(-n2ncc(C(C)NS(=O)(=O)c3ccc(C)s3)c2C)cc1 (configuration not stated)	-3%	5%	2.6%	3%	-5%	x	-7%	2.5%	27%
O=C(NCCCN1CCOCC1)c1ccc2nc(Cc3cccc(Cl)c3)oc2c1	1%	-2%	-0.1%	-3%	-5%	x	7%	-1.4%	-5%
CC(C)C1Oc2ccccc2N(CC(=O)N2CCOCC2)C1=O (configuration not stated)	0%	2%	1.1%	-2%	-5%	x	6%	0.7%	6%
CCN(CC)S(=O)(=O)c1cccc(C(=O)N/N=C/c2ccccn2)c1	-9%	6%	-0.6%	-2%	-6%	-2.2%	1%	-0.9%	6%
CC(=O)c1cccc(NC(=O)C2CCN(S(=O)(=O)c3ccc(C)cc3)CC2)c1	-4%	24%	3.9%	-8%	-4%	1.1%	-4%	2.9%	10%
COC(C[C@H](O)C[C@H](O)[C@H](C)OCc1ccccc1)OC	0%	0%	2.0%	-6%	-9%	x	8%	0.2%	x
O=C(Nc1nnc(Cc2ccccc2)s1)c1cnccn1	-3%	0%	-1.2%	-10%	-7%	-7.1%	-6%	-1.3%	6%
COc1ccc(NS(=O)(=O)c2cccc(NC(=O)c3ccccn3)c2)cc1	-2%	-6%	-0.3%	4%	-6%	x	10%	2.7%	3%
Cc1ccccc1Cn1c(=O)sc2ccccc2c1=O	2%	-2%	-1.3%	-1%	0%	-8.5%	12%	-0.9%	9%
CCOc1ccc(CN2CCN(Cc3nc(C(C)C)cs3)CC2CCO)cc1 (configuration not stated)	x	0%	-2.0%	15%	-6%	-5.2%	x	-2.1%	2%
CCOC(=O)c1cccc(NC(=O)CSc2nc3cccnc3n2C)c1	-2%	2%	1.8%	-5%	2%	-1.5%	6%	3.0%	2%
O=C(CSc1nnc(-c2ccco2)o1)Nc1cccc([N+](=O)[O-])c1	-5%	2%	-3.2%	14%	-9%	x	1%	0.6%	8%
COc1ccc(CC(NC(C)=O)C(=O)NC2CCN(S(=O)(=O)c3ccc(NC(C)=O)cc3)CC2)cc1 (configuration not stated)	0%	-4%	-0.9%	-10%	-7%	x	3%	-0.2%	0%
CC(C)(C)c1ccc(C(CC(=O)O)NC(=O)c2ccccc2F)cc1 (configuration not stated)	x	19%	2.2%	-9%	-1%	-4.5%	6%	-0.6%	5%
CCOC(=S)SCC(=O)Nc1nc(-c2ccccc2)cs1	14%	8%	3.5%	-19%	-2%	-10%	-4%	5.9%	13%
Cc1ccc2c(COC(=O)c3n[nH]c4ccccc34)cc(=O)oc2c1	3%	-4%	-2.0%	8%	-10%	-6.9%	4%	4.1%	4%
COc1ccc(CC(=O)NNS(=O)(=O)c2ccc3ccccc3c2)cc1OC	0%	-1%	-0.4%	-4%	-2%	2.1%	12%	5.3%	24%
C/C=C1\COC(C(=O)NCCCN2CCCC2=O)(C(F)(F)F)C=C1C=C(C)C (configuration not stated)	-1%	x	x	x	x	x	10%	0.9%	13%
CC1(C#CC[N+]2(C)CCCCC2)CCC2C(O1)c1ccccc1OC2(C)C (configuration not stated)	-6%	-10%	-1.5%	3%	-8%	4.6%	-2%	-0.9%	18%
CC(=O)NC(Cc1ccc(F)c(F)c1)C(=O)NC1CCN(c2nnnn2-c2ccccc2)CC1 (configuration not stated)	-11%	6%	-1.1%	-12%	-12%	-1.5%	3%	2.6%	2%
Cc1cc(NC(=O)CNCC(c2ccccc2)N(C)C)c([N+](=O)[O-])cc1C (configuration not stated)	-1%	-7%	-2.7%	-12%	-4%	x	14%	-2.6%	-5%
Cc1cc(Cn2ccnc2)c(C)c([N+](=O)[O-])c1Cn1ccnc1	-6%	-6%	-1.9%	0%	-3%	x	12%	0.4%	5%
CCCN1CCC(NC(=O)CC2C(=O)NCCN2Cc2cccc(OC)c2)CC1 (configuration not stated)	-5%	-2%	-1.4%	14%	-4%	x	6%	0.9%	6%
CCN(CC)CCC(=O)N1c2ccccc2Sc2ccc(NC(=O)OC)cc21	-9%	0%	2.4%	-2%	-8%	x	1%	20%	16%
CCCC(=O)Nc1ccc(N2CCN(S(C)(=O)=O)CC2)cc1	1%	-3%	-2.4%	-15%	-10%	1.0%	7%	2.4%	3%
Cc1nn2c(nc(N3CCOCC3)c3ccccc32)c1C=C(C#N)C#N	-1%	3%	1.4%	11%	-3%	-7.5%	3%	3.5%	7%
CCCCCCc1nc2c(=O)[nH]c3ccccc3c2o1	0%	-1%	-0.7%	6%	-8%	-2.2%	1%	1.5%	-3%
CC1=NN2C(=N)/C(=C\c3cc(C)n(-c4ccc(C)cc4)c3C)C(=O)N=C2S1	-4%	14%	5.1%	7%	2%	x	3%	x	9%
Cc1c(C(=O)NCCN2C(=O)S/C(=C\c3cccs3)C2=O)cccc1[N+](=O)[O-]	0%	1%	-1.5%	-3%	3%	-14%	3%	0.2%	2%
Cc1ccc(C(=O)OCC(=O)Nc2cc(C(C)(C)C)nn2-c2ccccc2)c(O)c1	-4%	x	x	x	x	x	7%	1.3%	8%
Cc1c(Cl)cccc1NC(=S)N(Cc1cccs1)C1CCCC1	4%	-5%	-2.1%	0%	2%	-11%	1%	3.1%	6%
COc1ccc(Nc2nc3ccccc3c(=O)[nH]2)cc1	-5%	16%	2.4%	u	-12%	x	-6%	1.6%	-9%
CS(=O)(=O)c1ccc(S(=O)(=O)N2CCC(CO)(CCCc3ccccc3)CC2)cc1	-4%	3%	-2.2%	-1%	-12%	x	5%	8.0%	6%	NS5 inhibitors pilot replicate=3.9
C/C(=N\NC(=O)Cn1ccc(C(F)(F)F)n1)c1ccco1	-11%	3%	0.6%	11%	2%	-5.4%	6%	0.5%	6%
C=CCN1C(c2cccc(C(F)(F)F)c2)=CS/C1=C(/C#N)c1nnc(N2CCOCC2)n1-c1ccccc1	1%	7%	1.1%	-11%	2%	-5.0%	14%	8.7%	7%
O=C(NC1CCCCC1)c1ccc(S(=O)(=O)c2ccccc2)cc1	x	-1%	-1.9%	-5%	-12%	-3.9%	x	0.8%	10%
O=C(NCc1ccccn1)/C(=C/c1ccco1)NC(=O)c1ccccc1	-7%	-1%	32%	-6%	0%	-5.5%	-1%	3.4%	6%
Cc1ccc(S(=O)(=O)NCCNS(=O)(=O)c2ccc(C)cc2)cc1	-3%	-1%	-2.6%	12%	-12%	x	9%	0.5%	7%
CCN(CC)S(=O)(=O)c1ccccc1/C=N\O	-5%	2%	2.6%	3%	5%	-3.3%	9%	-0.6%	6%
COc1cccc(NC(=S)N2CCN(C(c3ccccc3)c3ccccc3)CC2)c1	-10%	-11%	-1.7%	-5%	4%	-1.0%	3%	2.1%	-20%
COc1ccc(C)cc1S(=O)(=O)NCc1cccs1	-2%	-2%	0.4%	10%	-2%	x	8%	0.1%	9%
CCCOc1ccc(N2CC(C(=O)Nc3ccccc3C(=O)NC)CC2=O)cc1 (configuration not stated)	-1%	-5%	0.2%	-4%	-3%	-4.2%	4%	3.0%	12%
COc1ccc(-n2nnnc2CNC(=O)C2CC(=O)N(c3ccc(Cl)cc3)C2)cc1 (configuration not stated)	0%	x	x	x	x	x	3%	-1.8%	-10%
Cc1csc(NC(=O)c2ccc3nc[nH]c3c2)n1	0%	-5%	-2.0%	-2%	-4%	x	3%	2.8%	6%
O=C(N/N=C/c1ccc2c(c1)OCO2)c1cc(-c2ccccc2)nc2ccccc12	2%	3%	-1.6%	7%	4%	-7.4%	1%	1.9%	16%
CC(C)c1ccc(NC(=O)CSc2nc3c(c(=O)[nH]2)CCC3)cc1	x	-4%	1.1%	3%	0%	-8.2%	x	x	10%

Structural class, the compounds so far containing two or more sulfur atoms (7)
SMILES	NS5 inhibitors	Siah-1 displacement	HIV peptide binding	AID2073	LYP inhibition	XIAP displacement	MgcRacGAP inhibition	RSV antiviral HEp-2	Large T inhibition	others
COc1ccc(-n2ncc(C(C)NS(=O)(=O)c3ccc(C)s3)c2C)cc1 (configuration not stated)	-3%	5%	2.6%	3%	-5%	x	-7%	2.5%	27%
CCOC(=S)SCC(=O)Nc1nc(-c2ccccc2)cs1	14%	8%	3.5%	-19%	-2%	-10%	-4%	5.9%	13%
Cc1c(C(=O)NCCN2C(=O)S/C(=C\c3cccs3)C2=O)cccc1[N+](=O)[O-]	0%	1%	-1.5%	-3%	3%	-14%	3%	0.2%	2%
Cc1c(Cl)cccc1NC(=S)N(Cc1cccs1)C1CCCC1	4%	-5%	-2.1%	0%	2%	-11%	1%	3.1%	6%
CS(=O)(=O)c1ccc(S(=O)(=O)N2CCC(CO)(CCCc3ccccc3)CC2)cc1	-4%	3%	-2.2%	-1%	-12%	x	5%	8.0%	6%	NS5 inhibitors pilot replicate=3.9
Cc1ccc(S(=O)(=O)NCCNS(=O)(=O)c2ccc(C)cc2)cc1	-3%	-1%	-2.6%	12%	-12%	x	9%	0.5%	7%
COc1ccc(C)cc1S(=O)(=O)NCc1cccs1	-2%	-2%	0.4%	10%	-2%	x	8%	0.1%	9%

An unsorted share of the library. About 1.7% of those tested had a hit in this group.
